Screening results as filed in PubChem.
Myeloid diff MLP = induction of myeloid progenitor differentiation, primary screen, cell-based, flow cytometry, MLPCN library | ER-HoxA9 myeloid progenitors, lysozyme-GFP differentiation | calls only at 10 µM | actives 1% (n = 360,000) | AID 624256, 2012;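 active = normalized GFP-positive differentiation at or above the plate's own cutoff, the solvent-only control mean plus 3 SD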;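 also: cells exposed to compound for four days before flow analysis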
T cell modulator = modulators of CD8 T cell-vesicle binding, primary screen, mouse 2C CD8+ T cells, flow cytometry | 2C CD8+ T cell-vesicle binding; active compounds read low | calls only at 7 µM | actives 0.068% (n = 330,000) | AID 2052, 2009;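 active = response, share of CD8 T cells binding vesicles, and their 90th percentile fluorescence all below set limits, cut at about 80% in these data, passing the limit was not always enough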
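Also added: QL9-peptide-loaded Drosophila micro-vesicles bearing Ld, ICAM-1 and B7-1; Test system: purified 2C TCR transgenic mouse naive CD8+ T cells; Measured by: cytometric PE anti-B7-1 and Alexa647 anti-CD8 signals after 1% paraformaldehyde fixation; Timing: binding step 1.5 h, 37 °C, antibody labelling 20 min, ice.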
T cell modulator vesicle-bound % = recorded beside T cell modulator, whose call it bears; double positive events, %; measured here: CD8+ vesicle-bound cell fraction;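 binding gate set so that unloaded-vesicle control wells show 10% double positive cells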
Myeloid diff MLP GFP+ MAC1+ % = recorded beside Myeloid diff MLP, whose call it bears; GFP+ MAC1+ double positive, %; measured here: differentiation confirmed by MAC1 staining
* hit, by the source's call; i = inactive; + = active, no number; & = joins results of further samples; ! = not active in a repeat. The list is partial; rates above refer to the full screens.

The line under a structure holds: Myeloid diff MLP	Myeloid diff MLP GFP+ MAC1+ %	T cell modulator	T cell modulator vesicle-bound %
- Cc1nn(CC(=O)N(CC(C)C)C2CCS(=O)(=O)C2)c(C)c1[N+](=O)[O-] (centres undefined)
→ i	0.3	i	46.6
- O=C(Nc1ccc(S(=O)(=O)N2CCCC2)cc1)c1cccc(OC(F)F)c1
→ i	1.2	i	53.6
- O=C(Nc1ccc2c(c1)Cc1ccccc1-2)c1ccccc1F
→ i	0.2	i	12.9
- COc1ccc(OCC(=O)NNC(=O)c2ccccc2OCc2c(C)noc2C)cc1
→ i	1.1	i	51.2
- C[C@@H]1CN([C@H](C)CO)C(=O)c2cc(NC(=O)C3CCCCC3)ccc2O[C@@H]1CN(C)Cc1ccncc1
→ i	1.1	i	32.0
- CN(C)/N=C/C=C1\CC/C(=C\c2ccc(F)c(F)c2)C1=O
→ i	0.9	i	20.2
- CCOc1ccc(OCCC(=O)NNC(=O)c2cc(OC)c(OC)c(OC)c2)cc1
→ i	0.5	i	43.7
- CN(CC(=O)Nc1ccc(F)cc1)CC(=O)N1CCCCCC1
→ i	0.5	i	34.7
- CCOC(=O)C(C)Sc1nc(N2CCOCC2)c2c(c1C#N)CC(C)(C)OC2 (centres undefined)
→ i	0.4	i	28.2
- CC(C)(C)C(=O)N1CCN(S(=O)(=O)c2ccc3c(c2)OCCCO3)CC1
→ i	1.2	i	30.0
- Cc1sc2ncnc(SCC(=O)Nc3ncccc3O)c2c1C
→ i	0.2	i	32.7
- CCN(c1ccccc1)S(=O)(=O)c1cc2c3c(c1)CCN3C(=O)CC2
→ i	1.1	i	18.3
- O=C(O)C1CCN(C(=O)CSc2nnc(-c3ccccc3)o2)CC1
→ i	1.1	i	33.3
- Cc1nc2ccc(NC(=O)[C@@H](NC(=O)c3c(F)cccc3F)C(C)C)cc2s1
→ i	1.4	i	49.5
- CCC(C)c1ccccc1NC(=O)C(C)Sc1n[nH]c(N)n1 (centres undefined)
→ i	0.5	i	34.1
- Cc1ccc(NC(=O)CN(C)C(=O)c2cc(C)on2)cc1
→ i	0.7	i	28.7
- CN(C)S(=O)(=O)c1ccc(C(=O)N2CCN(C(=O)C3CCCO3)CC2)cc1 (centres undefined)
→ i	0.4	i	15.4
- COc1ccc(NC(=O)COC(=O)c2ccc(C)c(S(=O)(=O)N3CCCCC3)c2)cc1
→ i	1.5	i	17.6
- O=C(CCNS(=O)(=O)c1c(Cl)cccc1Cl)N1CCCC1
→ i	0.7	i	43.1
- Cc1cccc(NC(=O)C2CCN(S(=O)(=O)c3ccc4ccccc4c3)CC2)n1
→ i	0.3	i	33.7

2 compounds picked at random from the list so far, as already listed:
The line under a structure holds: Myeloid diff MLP	Myeloid diff MLP GFP+ MAC1+ %	T cell modulator	T cell modulator vesicle-bound %
- CCOc1ccc(OCCC(=O)NNC(=O)c2cc(OC)c(OC)c(OC)c2)cc1
→ i	0.5	i	43.7
- CC(C)(C)C(=O)N1CCN(S(=O)(=O)c2ccc3c(c2)OCCCO3)CC1
→ i	1.2	i	30.0

Next part.
The line under a structure holds: Myeloid diff MLP	Myeloid diff MLP GFP+ MAC1+ %	T cell modulator	T cell modulator vesicle-bound %
- CC1(C2CC2)NC(=O)N(CC(=O)Nc2cc(S(=O)(=O)N3CCCCC3)ccc2Cl)C1=O (centres undefined)
→ i	0.7	i	21.2
- Cc1csc(NC(C)c2nc3cc(C(F)(F)F)ccc3n2CCOCCO)n1 (centres undefined)
→ i	0.3	i	28.8
- Cc1ccc2c(c1)C1CN(C)CCC1N2S(=O)(=O)c1cccc(C(F)(F)F)c1 (centres undefined)
→ i	0.4	i	28.5
- CCN(Cc1nc2ccccc2c(=O)[nH]1)C(=O)C1CC(=O)N(c2cccc3ccccc23)C1 (centres undefined)
→ i	0.4	i	37.4
- CC(=O)NS(=O)(=O)c1ccc(N2C(=O)CC(Sc3nccc(C)n3)C2=O)cc1 (centres undefined)
→ i	0.6	i	18.2
- COc1ccc(CCNC(=O)COC(=O)Cc2ccccc2[N+](=O)[O-])cc1
→ i	0.9	i	45.0
- COc1cc2cc(CCCOC(=O)c3ccc(C(F)(F)F)cc3)oc(=O)c2cc1OC
→ i	1.0	i	23.1
- O=C(CCC1CCCCC1)NCCS(=O)(=O)N1CCN(c2ccccc2)CC1
→ i	0.8	i	30.6
- COc1ccc(-c2sc3ccccc3c2-c2ccc(OCCN3CCOCC3)cc2)cc1
→ i	0.8	i	10.8
- COc1ccc(/C=C/C(=O)NNC(=O)c2cc(C)oc2C)cc1
→ i	0.4	i	49.1
- CN1C(=O)[C@@H]2[C@H](C1=O)[C@@H]1C(=O)Nc3ccccc3C(=O)N1[C@@H]2c1ccc(Br)cc1
→ i	2.0	i	34.7
- CCCn1c(N)c(C(=O)CN(C)CC(=O)Nc2ccc(F)cc2)c(=O)[nH]c1=O
→ i	1.7	i	38.7
- Cc1sc2ncnc(SCC(=O)Nc3ccc(CN4CCCC4)cc3)c2c1C
→ i	0.9	i	35.3
- CCc1noc(C)c1C(=O)OCC(=O)N1CCc2ccccc21
→ i	0.2	i	33.4
- CNC(=O)c1ccc(CN(C)CC(=O)Nc2ccccc2C(=O)NC2CC2)cc1
→ i	0.5	i	34.3
- COc1cccc(NC(=O)COc2coc(CN3CCN(c4ccccc4)CC3)cc2=O)c1
→ i	1.5	i	34.9
- CC(C)(C)OC(=O)[C@H](NC(=O)OCc1ccccc1)c1ccccc1
→ i	1.1	i	35.1
- Cn1c(=O)[nH]c(NCCc2ccc(O)cc2)c([N+](=O)[O-])c1=O
→ i	0.6	i	29.0
- CC1(C)CC(=O)C=C(c2cccc(O)c2)C1
→ i	0.6	i	23.8
- Cc1c(NS(=O)(=O)c2cc(C(=O)NCCN(C)C)ccc2Cl)c(=O)n(-c2ccccc2)n1C
→ i	0.5	i	48.7

More structures
Molecule | Myeloid diff MLP | Myeloid diff MLP GFP+ MAC1+ % | T cell modulator | T cell modulator vesicle-bound %
Cc1ccc(S(=O)(=O)N2CCN(C(=O)CN3C(=O)CNC3=O)CC2)cc1 | i | 0.8 | i | 36.2
Cc1cccc(NC(=O)CN2C(=O)c3ccccc3S2(=O)=O)n1 | i | 1.6 | i | 51.6
Cc1cc(C)n2nc(SC(C)C(=O)N(C)c3ccccc3)nc2n1 (centres undefined) | i | 0.8 | i | 44.9
CCN1CCN(C(=O)C(Cc2ccccc2)NC(=O)c2ccc(Cl)c(S(=O)(=O)N(C)C)c2)CC1 (centres undefined) | i | 0.5 | i | 47.9
COCCn1c(C)cc(C(=O)COC(=O)c2ccc(Cl)c(S(N)(=O)=O)c2)c1C | i | 0.6 | i | 39.4
O=C([C@@H]1CC=C[C@@H]2CCN(C3CC3)C(=O)[C@@H]21)N1CCN(c2ccccc2)CC1 | i | 1.3 | i | 5.3
N#Cc1nnn2c1nc(N)c1c(F)cccc12 | i | 0.7 | i | 34.9
O=C(NCC(c1ccco1)N1CCN(c2ccc(F)cc2)CC1)C(=O)NC1CCCC1 (centres undefined) | i | 1.2 | i | 24.7
CCCCCN(C(=O)CCC(=O)OCC(=O)N(C)c1ccccc1)c1c(N)n(CCCC)c(=O)[nH]c1=O | i | 1.0 | i | 12.2
O=C(CCSc1ccccc1Cl)NNC(=O)c1ccncc1 | i | 0.8 | i | 31.1
COc1ccc(S(=O)(=O)N2CCCCCC2)cc1C(=O)N(C)CC(=O)Nc1c(Cl)cccc1Cl | i | 1.6 | i | 22.4
COc1ccc(C2CC(c3cccs3)=NN2C(=O)CSc2nc(=O)n3ccc(C)cc3n2)cc1 (centres undefined) | i | 1.0 | i | 32.5
O=C(COC(=O)/C=C/c1ccccc1)NC1CCCC1 | i | 0.4 | i | 49.1
COc1ccc(C)cc1S(=O)(=O)NNc1nc(C)cc(C)n1 | i | 0.7 | i | 33.0
O=C(O)c1cccc2c1C(=O)c1cc(Br)ccc1S2(=O)=O | i | 1.6 | i | 19.5
O=C(CN1CCN(S(=O)(=O)c2ccc(F)c(Cl)c2)CC1)N1CCOCC1 | i | 1.3 | i | 27.4
COc1ccc(CNC(=O)CNC(=O)CNS(=O)(=O)c2ccc(C)c(C)c2)cc1 | i | 1.0 | i | 24.1
Cc1cc(Br)ccc1NC(=O)CSCc1c(C)noc1C | i | 1.1 | i | 37.9
C=CCOc1ccc(/C=N/n2nnnc2N)cc1OC | i | 0.6 | i | 36.3
COc1ccc(NC(=O)CSCC(=O)Oc2c(OC)cccc2OC)cc1 | i | 0.3 | i | 36.4
Cc1ccc(C(=O)N/C(=C/c2ccc(-c3ccc([N+](=O)[O-])cc3)o2)C(=O)NCCCN(C)C)cc1 | + | 9.7* | i | 32.8
COc1ccc(CN(C)C(=O)C2CCN(C(=O)Nc3ccccc3)CC2)cc1 | i | 0.5 | i | 18.9
O=C(NCc1ccc(OC(F)(F)F)cc1)c1cccc2c1C(=O)c1ccc(N3CCC(Cc4ccccc4)CC3)cc1S2(=O)=O | + | 13.9* | i | 5.6
CC(=O)Nc1ccc(C(=O)COC(=O)CCc2ccccc2)c(F)c1 | i | 0.5 | i | 24.8
N#Cc1ccc(C#Cc2ccc3oc4ccccc4c(=O)c3c2)cc1 | i | 0.7 | i | 18.8
CCn1c(Oc2ccccc2C)nc2c1c(=O)n(C)c(=O)n2C | i | 1.1 | i | 56.0
COc1cccc(NC(=O)COC(=O)c2ccc3ccccc3n2)c1 | i | 1.8 | i | 38.8
CN(CC(=O)Nc1cccc(F)c1)C(=O)CCc1nc2ccccc2c(=O)[nH]1 | i | 1.0 | i | 57.2
CCOc1cc(C(=O)Nc2ccc(S(=O)(=O)NC3=NCCCCC3)cc2)cc(Br)c1OC | i | 0.4 | i | 45.3
CC1(C)Cc2cccc(OCC(=O)Nc3cc(S(C)(=O)=O)ccc3Cl)c2O1 | i | 0.5 | i | 19.6

Whole records as entered above.
Shown for CC(=O)Nc1ccc(C(=O)COC(=O)CCc2ccccc2)c(F)c1 → Myeloid diff MLP: i; Myeloid diff MLP GFP+ MAC1+ %: 0.5; T cell modulator: i; T cell modulator vesicle-bound %: 24.8
Shown for CC1(C)Cc2cccc(OCC(=O)Nc3cc(S(C)(=O)=O)ccc3Cl)c2O1 → Myeloid diff MLP: i; Myeloid diff MLP GFP+ MAC1+ %: 0.5; T cell modulator: i; T cell modulator vesicle-bound %: 19.6

Additional compounds.
Molecule | Myeloid diff MLP | Myeloid diff MLP GFP+ MAC1+ % | T cell modulator | T cell modulator vesicle-bound %
Cc1ccc(C(=O)N2CCN(S(=O)(=O)c3ccccc3)CC2)s1 | i | 0.5 | i | 29.1
Cc1ccc(C(=O)NC2CCCC(C)C2C)cc1S(=O)(=O)N1CCCCC1 (centres undefined) | + | 2.2* | i | 56.1
CCc1cc(=O)[nH]c(SCC(=O)NCC2CCCO2)n1 (centres undefined) | i | 0.4 | i | 40.2
COc1cccc(OC)c1C(=O)Nc1cccc(S(=O)(=O)Nc2ccccc2Cl)c1 | i | 0.4 | i | 45.7
COc1ccc(S(=O)(=O)N2CCN(C(=O)c3cc(C)nc4ccccc34)CC2)cc1OC | i | 0.2 | i | 26.2
C=C1C[C@]23C[C@@]1(O)CC[C@H]2[C@@]12C=C[C@H](O)[C@@](C)(C(=O)O1)[C@H]2[C@@H]3C(=O)O | +! | 2.1*! | i | 39.3&29.6
CCOC(=O)[C@@H]1[C@H]2COc3ccccc3[C@@H]2N2C(=O)N(c3ccc(Br)cc3)C(=O)[C@]12C | i | 4.2 | i | 54.2
NC(=O)c1ccsc1NC(=O)CSc1ncnc2sccc12 | i | 1.0 | i | 50.1
O=C(NCC(c1ccco1)N1CCc2ccccc21)c1ccc([N+](=O)[O-])cc1 (centres undefined) | i | 0.9 | i | 46.2
CC(C)N(Cc1ccccc1)C(=O)CN1C(=O)NC2(CCCC2)C1=O | i | 1.1 | i | 33.9
CCCCN1CC(=O)N2[C@H]3c4cc(OC)ccc4OC[C@@H]3[C@H](C(=O)OCC)[C@]2(C)C1=O | i | 1.7 | i | 37.8
Cc1ccc([C@@H]2CC=C(C(=O)O)[C@H](c3ccc(Cl)cc3)N2S(=O)(=O)c2ccccc2C)cc1 | i | 0.9 | i | 6.0
Cc1ccc(C2(C)NC(=O)N(CC(=O)N(C)CC(=O)Nc3cccc4ccccc34)C2=O)cc1 (centres undefined) | i | 1.4 | i | 56.8
C[C@H]1CN=C(N(C)C)N1CCc1cccc(F)c1 | i | 0.6 | i | 51.4
C=CCn1c(COc2ccc(OC)cc2)nnc1SC(C)C(=O)NC1CC1 (centres undefined) | i | 0.8 | i | 30.2
O=C(CCc1ccc(S(=O)(=O)N2CCOCC2)cc1)Nc1c(F)cccc1F | i | 0.2 | i | 47.6
Cc1ccc(/C=C/C(=O)OCC(=O)c2ccc3c(c2)NC(=O)CO3)o1 | i | 1.4 | i | 47.3
CN(C(=O)c1cccc(S(=O)(=O)N2CCOCC2)c1)c1c(N)n(Cc2ccccc2)c(=O)[nH]c1=O | i | 0.6 | i | 37.7
CCOC(=O)C(=O)NCC(c1ccco1)S(=O)(=O)c1cccs1 (centres undefined) | i | 1.0 | i | 51.7
CCN(CC(=O)Nc1c(F)cccc1F)C(=O)Cc1csc(-c2ccccc2)n1 | i | 0.8 | i | 47.0
COC(=O)c1sc2nc(C)nc(SCC(=O)Nc3sccc3C(N)=O)c2c1C | i | 0.6 | i | 36.4
COC(=O)C1N2C(=O)[C@@H](NC(=O)COc3ccccc3)[C@H]2SC1(C)C (some centres undefined) | i | 2.2 | i | 21.5
